Screening results from PubChem.
TNAP activation fold – stimulation of alkaline phosphatase TNAP activity – biochemical, luminescent, no phosphate acceptor, uHTS, primary screen (AID 1001) | purified TNAP, luminescent activation assay, no phosphate acceptor; higher activation fold means a stronger effect | activation fold at 20 µM; hits with a dose series show EC50 in µM | 200,000 tested, 0.03% active; in the data active means activation fold from about 3, or a potency from the dose series; inactive means the rest, 99 in 100 with activation fold below about 1.6; further: many of its hits are not listed in these tables
PMI inhibition – MPI inhibition at elevated mannose 6-phosphate – biochemical, fluorescence intensity, high mannose 6-phosphate, primary screen (AID 1220) | recombinant PMI enzyme, coupled fluorescence intensity; higher % means a stronger effect | inhibition, % at 20 µM; hits with a dose series show IC50 in µM | 190,000 tested, 0.66% active
M17LAP inhibition – P. falciparum M17LAP inhibitors, primary screen, biochemical, fluorogenic H-Leu-NHMec substrate, 1536-well (AID 1619); recombinant M17LAP, H-Leu-NHMec fluorogenic kinetic assay; higher % means a stronger effect; one-dose inhibition, % at 30 µM; IC50 in µM for titrated hits; 220,000 tested, 0.38% active;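 active means compound inhibiting the enzyme by more than half at any dose during confirmatory dose-response retesting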;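 further: plate controls were full reaction with DMSO carrier for no effect and no enzyme background for full effect; strong numbers were not always called active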
Myeloid diff MLP – myeloid differentiation induction; 360,000 tested, 1% active; ER-HoxA9 myeloid progenitors, lysozyme-GFP differentiation, flow cytometry; calls only at 10 µM;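 active means normalized GFP-positive differentiation at or above the plate's own cutoff, the solvent-only control mean plus 3 SD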;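 further: cells exposed to compound for four days before flow analysis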
LYP inhibition – PTPN22 lymphoid phosphatase activity blockers – biochemical, fluorescence intensity, uHTS (AID 1779); recombinant LYP phosphatase, fluorescence intensity; higher % means a stronger effect; one-dose inhibition, % at 11.5 µM; IC50 in µM for titrated hits; 290,000 tested, 0.054% active;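 further: plate controls were vehicle with enzyme for no effect and no enzyme for full effect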
CSM14.1 death rescue – rescue of cells from ER stress-induced death, primary screen, 384-well, CSM14.1, thapsigargin, ATP luminescence (AID 1222); CSM14.1 thapsigargin-induced death rescue, ATP luminescence; higher % means a stronger effect; one-dose cellular ATP content (survival), % at 20 µM; EC50 in µM for titrated hits; 190,000 tested, under 10 active;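 active means EC50 below 50 µM in the dose-response confirmation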;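 further: death triggered by thapsigargin at about 15 µM added after 2 h compound pretreatment; cell ATP read after overnight thapsigargin exposure of roughly 18 to 22 hours; normalized against plate controls of thapsigargin alone and 5% DMSO vehicle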
human PMI inhibition – inhibitors of human PMI, primary screen, biochemical, fluorescence intensity, coupled assay (AID 1209); purified PMI enzyme, coupled fluorescence intensity; higher % means a stronger effect; one-dose inhibition, % at 20 µM; IC50 in µM for titrated hits; 190,000 tested, 0.42% active;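 further: plate controls were DMSO vehicle for no effect and wells lacking substrate for full effect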
XIAP antagonists – small molecules displacing peptide from XIAP – biochemical, IAP family, fluorescence polarization (AID 1018) | displacement, % at 20 µM, or IC50 in µM where a hit was titrated | XIAP BIR domain, fluorescence polarization peptide displacement; higher % means a stronger effect | 200,000 tested, 0.007% active; in the data active means displacement above about 50%; further: a part of the inactive calls stands beside numbers as strong as those of hits
M1AAP inhibition – malaria alanyl aminopeptidase activity blockers – biochemical, fluorogenic H-Leu-NHMec substrate, 1536-well (AID 1445); recombinant M1AAP, H-Leu-NHMec fluorogenic kinetic assay; higher % means a stronger effect; inhibition, % at 30 µM; hits with a dose series show IC50 in µM; 220,000 tested, 0.42% active;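 active means primary inhibition above the hit cutoff, then over 50% inhibition at one or more dose response concentrations, cut at about 23% in these data, passing the limit was not always enough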;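 further: plate controls were DMSO full reaction for no effect and no enzyme background for full effect; strong numbers were not always called active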
Myeloid diff MLP GFP+ MAC1+ % – recorded beside Myeloid diff MLP, whose call it bears; GFP+ MAC1+ double positive, %; measured here: differentiation confirmed by MAC1 staining
Starred values were filed as active, the others as inactive; i = inactive; nt = no result given; + = active, no number. Unless noted, no stated cut-off is given here; in the data, active means inhibition above about 50%; inactive means the rest. Compounds as they come. Share with any hit: about 2.7%.

Values in the order: TNAP activation fold, PMI inhibition, M17LAP inhibition, Myeloid diff MLP, Myeloid diff MLP GFP+ MAC1+ %, LYP inhibition, CSM14.1 death rescue, human PMI inhibition, XIAP antagonists, M1AAP inhibition
> Cc1ccccc1-c1nc(CN2CCC(C(=O)NCc3cccs3)CC2)c(C)o1
  1.1, 3.6%, -3.4%, i, 0.7, 2.5%, -0.6%, 4.0%, -6.5%, 3.5%
> CC(C)OC(=O)CC1=NC(=O)CS1
  1.1, 1.0%, 4.0%, i, 0.8, 1.8%, -1.4%, 5.9%, -0.1%, 1.6%
> COc1ccc(C(=O)C2CCCN(Cc3ccc(C#CCCO)cc3)C2)c(OC)c1 (stereo not drawn)
  1.1, 2.7%, 4.5%, i, 0.4, -6.9%, 1.1%, 10.3%, -4.5%, 3.7%
> C=CCOc1ccc(C2NC(=O)NC(C)=C2C(=O)OC)cc1 (stereo not drawn)
  1.1, 8.5%, -3.0%, i, 2.0, -0.8%, -2.0%, 12.1%, -17.2%, 5.2%
> COC(=O)N(C)c1nc2ccccc2s1
  1, 11.1%, 9.0%, i, 0.7, -3.9%, -1.5%, 6.3%, -1.0%, -1.7%
> COc1ccc(NC(=O)c2c3c(nc4ccccc24)CCC3)cc1S(=O)(=O)N1CCOCC1
  1.1, 2.3%, -9.6%, i, 1.5, 4.2%, -1.4%, -7.7%, 1.9%, 5.0%
> COc1ccc(N2CCN(CC(=O)Nc3sccc3C#N)CC2)cc1
  1.1, 18.8%, 7.0%, i, 1.1, -0.1%, -3.7%, -1.0%, -4.6%, 2.2%
> COc1ccc(C2C(C(=O)Nc3ccccc3)=C(C)N=C3SCC(=O)N32)cc1 (stereo not drawn)
  1.1, 0.6%, 0.9%, i, 2.5, -4.2%, 1.1%, 4.9%, -3.4%, 8.1%
> COc1ccccc1C(=O)Nc1ccc2nc(SCC(=O)N(C)C)sc2c1
  1, 6.6%, 1.9%, i, 0.2, -5.3%, -2.4%, 8.7%, -4.7%, -1.1%
> CCOC(=O)CCC(=O)N1CCNC(=O)C1
  1, 7.6%, 1.9%, i, 2.4, -3.6%, -2.1%, 12.9%, -2.4%, 6.3%
> NC(=O)CSc1nnc(Cn2c(=O)sc3ccccc32)n1CCc1ccccc1
  1.1, 1.8%, 1.6%, i, 2.0, -2.8%, -0.2%, -4.7%, -1.2%, 10.7%
> Cc1ccccc1OCc1nnc(SCC(=O)O)n1Cc1ccccc1
  1.2, -2.0%, -10.1%, i, 0.4, -8.8%, -1.9%, -1.7%, -4.6%, 3.8%
> COc1ccccc1C(=O)NC(C)c1nc2ccccc2[nH]1 (stereo not drawn)
  1.1, -2.8%, 7.6%, i, 0.8, -6.4%, -1.3%, -8.5%, -4.2%, 3.3%
> O=C(COC(=O)c1c2c(nc3ccccc13)CCCCC2)c1ccc(Cl)s1
  1.1, 11.5%, 10.7%, i, 0.4, 5.8%, 4.1%, 16.2%, -0.1%, 4.3%
> CCOc1ccccc1C(=O)Nc1nnc(C(C)C)s1
  1.1, 14.8%, -5.1%, i, 2.7, -7.6%, -0.1%, 15.7%, 0.8%, 2.8%
> CCN(CC(=O)Nc1ccc(OC)cc1)CC(=O)Nc1ccc(Br)cc1F
  1.2, 4.9%, -4.1%, i, 0.2, -0.4%, nt, 8.5%, -1.1%, 0.3%
> O=[N+]([O-])c1cc(S(=O)(=O)N2CCCC2)ccc1N/N=C/c1cccnc1
  0.7, -9.3%, -8.5%, i, 0.8, -0.5%, -1.1%, -1.9%, -4.5%, 8.6%
> CCOC(=O)c1c(C2CC2)csc1NC(=O)COC(=O)c1ccc[n+]([O-])c1
  1.1, -0.5%, 5.0%, i, 1.1, -2.9%, 0.7%, 13.0%, -15.6%, 2.0%
> C/C(=N/OC(=O)c1ccccc1)c1oc(C)nc1C
  nt, nt, 4.3%, i, 1.0, -5.1%, nt, nt, nt, 7.2%
> Cc1nnc(NC(=O)C2CCCO2)s1 (stereo not drawn)
  1, 1.9%, 2.4%, i, 2.2, -3.8%, 3.2%, 3.0%, -1.8%, 0.5%

Brought forward from above: two entries; new compounds follow.
Values in the order: TNAP activation fold, PMI inhibition, M17LAP inhibition, Myeloid diff MLP, Myeloid diff MLP GFP+ MAC1+ %, LYP inhibition, CSM14.1 death rescue, human PMI inhibition, XIAP antagonists, M1AAP inhibition
> C/C(=N/OC(=O)c1ccccc1)c1oc(C)nc1C
  nt, nt, 4.3%, i, 1.0, -5.1%, nt, nt, nt, 7.2%
> Cc1nnc(NC(=O)C2CCCO2)s1 (stereo not drawn)
  1, 1.9%, 2.4%, i, 2.2, -3.8%, 3.2%, 3.0%, -1.8%, 0.5%
> O=C(NNC(=O)C1CCCO1)c1ccc(F)cc1 (stereo not drawn)
  1.3, 4.6%, -1.0%, i, 0.3, -2.9%, -2.1%, 14.0%, -6.8%, 3.6%
> COc1cc(/C=C2\N=C3CCCCCN3C2=O)ccc1O
  0.7, 10.1%, 52.2%, i, 6.9, -1.6%, 2.8%, 7.8%, -4.2%, 12.2%
> O=C1c2ccccc2-n2c1nc1ccccc1c2=O
  1.1, 50.7%*, -6.4%, +, 16.9*, 1.0%, -5.3%, 3.8%, 0.2%, -2.6%
> COc1ccc(OC)c(-n2c(SCC(=O)Nc3cccc(S(N)(=O)=O)c3)nc3ccccc3c2=O)c1
  nt, nt, -4.5%, i, 0.3, -1.2%, nt, nt, nt, 7.3%
> CN(C(=O)C1CCCO1)c1nnc(-c2ccccn2)s1 (stereo not drawn)
  1.1, -3.5%, -2.7%, i, 0.9, -5.3%, -1.3%, -1.5%, 0.3%, -0.5%
> COc1ccc(NS(=O)(=O)c2ccc(C)cc2)c([N+](=O)[O-])c1
  nt, nt, 6.2%, i, 0.6, -5.6%, nt, nt, nt, 3.9%
> O=C(COC(=O)[C@@H]1CC(O)CN1S(=O)(=O)c1ccc2c(c1)OCCO2)Nc1ccccc1F (stereo partly drawn)
  1.1, -9.2%, 5.1%, i, 0.3, -1.7%, nt, -9.0%, -3.1%, 3.6%
> CC(C)C(=O)N1CCN(c2ccc(NC(=O)c3ccc([N+](=O)[O-])o3)cc2Cl)CC1
  1.1, 8.1%, 2.2%, nt, nt, -0.2%, -2.8%, 3.3%, -3.1%, 8.0%
> CCOc1ccc(C2C(C#N)=C(N)Oc3nc[nH]c(=O)c32)cc1OC (stereo not drawn)
  1.1, 10.3%, 11.7%, i, 0.3, -11.5%, -2.3%, 2.6%, -1.6%, 1.9%
> Cc1ccc(CNC(=O)CSc2nc3ccsc3c(=O)n2Cc2ccccn2)cc1
  1, 5.9%, 17.2%, i, 0.8, -4.2%, -16.1%, 13.3%, 3.8%, 15.8%
> COc1ccc2c(c1)CCc1c(C(=O)N3CCCC3)noc1-2
  1.1, 9.8%, 0.8%, i, 0.6, -7.5%, -2.2%, 2.1%, -5.2%, 2.2%
> CCOC(=O)c1cc[nH]c1C
  1.2, 3.4%, 0.8%, i, 0.3, -7.8%, 0.0%, 5.9%, -4.6%, 17.2%
> O=C(COc1ccc([N+](=O)[O-])cc1)NCc1ccncc1
  1.1, -2.2%, 5.8%, i, 0.0, 12.1%, -1.3%, -10.2%, -5.8%, 2.4%
> O=C(NCc1ccc(F)cc1)c1ccc(CS(=O)(=O)Cc2ccc(F)cc2)o1
  1, -1.6%, 3.9%, i, 1.3, -5.0%, -1.5%, -6.0%, -1.8%, 2.4%
> Cc1csc(NC(=O)CSc2ccc3nnc(CCNS(=O)(=O)c4ccccc4)n3n2)n1
  1.1, -18.0%, -1.0%, i, 0.5, 1.4%, -1.2%, -13.6%, -4.1%, 12.8%
> COc1cc(N(C)C)c([N+](=O)[O-])cc1C(=O)NC(C)CNc1ccc([N+](=O)[O-])cc1Cl (stereo not drawn)
  1, 14.3%, 3.8%, i, 0.8, -7.4%, -1.0%, 15.8%, 11.9%, -0.3%
> O=C(Oc1ccccc1C(=S)N1CCCCC1)c1cc([N+](=O)[O-])cc([N+](=O)[O-])c1
  1, 8.2%, 9.9%, i, 0.4, 0.0%, -1.1%, 17.6%, -3.6%, -1.2%
> C=CCN(CC=C)C(=O)C1CC(=O)N(c2ccc(Br)cc2)C1 (stereo not drawn)
  1.1, -10.9%, 11.2%, i, 0.8, -13.6%, -0.5%, -11.8%, -5.4%, 0.5%
> NC(=O)C1CC(=O)N(c2ccc(OCc3ccc(Cl)cc3)cc2)C1 (stereo not drawn)
  1.1, 3.4%, -5.3%, i, 0.2, -10.3%, -0.6%, 8.7%, -3.9%, 4.9%
> Cc1nnc(SCc2nnc(-c3cccs3)o2)s1
  1.1, -3.5%, 1.3%, i, 0.2, -0.8%, nt, -3.5%, -1.9%, -2.1%
> CCC(c1nnnn1Cc1ccco1)N(Cc1ccccc1OC)Cc1cc2cc(C)ccc2[nH]c1=O (stereo not drawn)
  1.1, 11.1%, 14.9%, i, 0.2, -0.4%, 1.4%, -0.1%, -4.1%, -1.9%

Arranged by value in LYP inhibition (largest number first): 5 from the list above.
molecule | LYP inhibition
COc1ccc(NC(=O)c2c3c(nc4ccccc24)CCC3)cc1S(=O)(=O)N1CCOCC1 | 4.2%
CC(C)OC(=O)CC1=NC(=O)CS1 | 1.8%
Cc1nnc(SCc2nnc(-c3cccs3)o2)s1 | -0.8%
Cc1ccc(CNC(=O)CSc2nc3ccsc3c(=O)n2Cc2ccccn2)cc1 | -4.2%
CCOc1ccc(C2C(C#N)=C(N)Oc3nc[nH]c(=O)c32)cc1OC (stereo not drawn) | -11.5%
